Screening results from PubChem BioAssay.
IMP-1 inh = inhibitors of Pseudomonas aeruginosa IMP-1 metallo-beta-lactamase; purified IMP-1, nitrocefin hydrolysis, epi-absorbance fluorescence; inhibition, % at 5.6 µM; 290,000 compounds, 0.45% hits; AID 1556;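 active = inhibition above the mean plus 3 SD of all compounds in the same screening run, cut at about 4.5% in these data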;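 note: 0% = IMP-1 with DMSO and 100% = DMSO wells lacking enzyme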
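assay system = purified recombinant IMP-1 metallo-beta-lactamase enzyme | schedule = 15 min preincubation plus 25 min reaction at 25 °C | signal = Epi-absorbance fluorescence, 480 nm excitation, 530 nm emission | read-out basis = percent inhibition from optical density relative to buffer-blank wells | controls = IMP-1 with DMSO as 0%, enzyme-free DMSO as 100%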
IDE act = boosts human insulin-degrading enzyme activity in HEK cells. 340,000 compounds, 0.073% hits. P14735. activation, % at 5.96 µM. AID 493087. FAbeta-B cleavage, fluorescence polarization; 0% vehicle, 100% cell-free pure enzyme wells;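 active = activation above the mean of all tested compounds plus 3 SD, set per screening campaign, cut at about 17% in these data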
Target sequence (P14735 whole entry, looked up): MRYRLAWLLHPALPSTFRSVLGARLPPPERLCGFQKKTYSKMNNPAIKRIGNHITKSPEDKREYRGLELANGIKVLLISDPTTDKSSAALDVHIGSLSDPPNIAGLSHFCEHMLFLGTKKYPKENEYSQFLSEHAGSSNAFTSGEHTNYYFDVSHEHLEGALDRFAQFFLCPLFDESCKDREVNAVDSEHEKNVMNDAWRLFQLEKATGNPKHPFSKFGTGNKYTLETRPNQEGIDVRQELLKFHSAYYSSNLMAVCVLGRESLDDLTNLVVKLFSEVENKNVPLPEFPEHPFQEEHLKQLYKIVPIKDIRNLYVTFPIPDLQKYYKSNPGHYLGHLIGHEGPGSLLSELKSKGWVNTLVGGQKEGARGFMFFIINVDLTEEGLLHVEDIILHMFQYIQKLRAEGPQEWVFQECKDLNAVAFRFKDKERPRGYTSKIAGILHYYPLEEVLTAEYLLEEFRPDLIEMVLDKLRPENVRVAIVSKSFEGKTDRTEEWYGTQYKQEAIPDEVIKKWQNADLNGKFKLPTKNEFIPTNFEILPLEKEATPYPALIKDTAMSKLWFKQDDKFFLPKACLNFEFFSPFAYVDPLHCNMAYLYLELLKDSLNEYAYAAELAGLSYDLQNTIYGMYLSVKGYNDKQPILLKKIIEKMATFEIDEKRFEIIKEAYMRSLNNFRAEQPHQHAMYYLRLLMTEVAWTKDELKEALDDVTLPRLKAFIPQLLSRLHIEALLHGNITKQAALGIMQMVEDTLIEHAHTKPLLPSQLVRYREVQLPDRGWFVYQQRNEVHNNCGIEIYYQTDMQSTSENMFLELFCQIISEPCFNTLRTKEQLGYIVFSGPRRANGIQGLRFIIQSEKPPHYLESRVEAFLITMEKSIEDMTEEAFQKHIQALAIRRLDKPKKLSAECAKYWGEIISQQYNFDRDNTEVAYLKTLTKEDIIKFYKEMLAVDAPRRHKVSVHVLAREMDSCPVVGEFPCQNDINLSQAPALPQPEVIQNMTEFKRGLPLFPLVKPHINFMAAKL
GPR7 antag = antagonists of human GPR7 (neuropeptides B/W receptor 1); P48145; GPR7-expressing cells, fluorescence antagonist assay; inhibition, % at 4.4 µM; 290,000 compounds, 1.1% hits; AID 1861; in the data active = inhibition above about 16%, passing the limit was not always enough;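 note: cells stimulated with the agonist NPW; 0% = agonist with vehicle and 100% = vehicle without agonist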
PHOSPHO1 inh = PHOSPHO1 (human) inhibition. 290,000 compounds, 1.1% hits. AID 1565. inhibition, % at 13.3 µM. recombinant PHOSPHO1, absorbance phosphatase assay. Q8TCT1; in the data active = inhibition above about 60%
IDE cell inh = cellular human IDE inhibition | P14735 | HEK cells, FAbetaB cleavage, fluorescence polarization | inhibition, % at 5.59 µM | 320,000 compounds, 0.41% hits | AID 434962;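 active = percent inhibition above the average of all tested compounds plus 3 SD, set per screening campaign, cut at about 16% in these data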;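 note: IDE supplied by intact live HEK cells; FP after avidin binding of uncleaved biotin substrate so inhibition keeps polarization high; 0% = DMSO wells and 100% = 60 µM reference IDE inhibitor Ii1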
NALP1 inh = inhibitors of NALP1 inflammasome in yeast | S. cerevisiae NALP1/ASC/caspase-1 growth, X-gal OD620, 72 h | inhibition, % at 10 µM | 280,000 compounds, 0.61% hits | AID 2071; in the data active = inhibition mostly above about 24%, no sharp cut-off; inactive = mostly below about 32%; note: some compounds called inactive have numbers as strong as hits
VIM-2 inhibitor = blocks Pseudomonas aeruginosa VIM-2 metallo-beta-lactamase. inhibition, % at 5.6 µM. 290,000 compounds, 0.89% hits. purified VIM-2, nitrocefin hydrolysis, epi-absorbance fluorescence;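 active = inhibition above the mean of all tested compounds plus 3 SD, cutoff set per screening run, cut at about 7.5% in these data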;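 note: red hydrolysis product quenches plate fluorescence so inhibitors raise well fluorescence; 0% = enzyme with DMSO and 100% = DMSO without enzyme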
p-CIP stab down = lowers stability of the mouse p/CIP coactivator protein | F442A p/CIP-EGFP cells, EGFP fluorescence, 16 h | 290,000 compounds, 0.01% hits | decrease of EGFP signal, % at 10 µM | Q05BA5;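 active = EGFP signal decrease of at least 30% at 10 µM or well 3 SD below plate mean, unless failing retest; inactive = the rest, including hits failing retest or dose response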; note: some compounds called inactive have numbers as strong as hits; many of its hits are not listed in these tables
PfM18AAP inh = PfM18AAP enzyme inhibition. recombinant PfM18AAP, H-Glu-NHMec fluorogenic cleavage. inhibition, % at 7.35 µM. 290,000 compounds, 1.2% hits;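 active = inhibition above the campaign mean inhibition over all tested compounds plus 3 SD, cut at about 28% in these data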;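 note: 0% = plate median of test compound wells and 100% = 2 mM ZnCl2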
Active calls of the source: *; . = not tested or not shown.

molecule | IDE act | VIM-2 inhibitor | PHOSPHO1 inh | IDE cell inh | IMP-1 inh | p-CIP stab down | PfM18AAP inh | GPR7 antag | NALP1 inh
Cc1ccc(C)c(NC(=O)CSc2nnc(C)c(=O)n2N)c1 | 1 | -3.0 | 8 | 4 | -3.5 | -6 | -54 | -6 | 8
COc1cc(NC(C)=O)ccc1-c1cc2ccccc2oc1=O | -2 | -0.5 | -6 | 1 | -2.9 | -6 | 0 | -5 | 12
O=C(c1ccccc1F)c1cc2c(cc1[N+](=O)[O-])OCCO2 | 4 | 1.9 | 45 | -3 | 0.3 | 4 | -7 | -5 | -3
N#CCNC(=O)c1cccn1-c1ncc(C(F)(F)F)cc1Cl | 2 | -4.4 | 20 | -5 | -3.0 | 3 | 2 | -1 | -20
COc1ccc(/C=N/N=C2/SCC(=O)N2Cc2ccccc2)cc1 | 2 | -1.3 | 28 | 1 | -0.6 | 5 | 7 | 19 | 10
COc1ccc(NC(=O)N[C@@H](CCSC)C(=O)O)cc1OC | 3 | -2.6 | 8 | -1 | -2.0 | 2 | -6 | -9 | 3
O=C(Cc1ccccc1)N/N=C/c1ccccc1Cl | 8 | -8.5 | 21 | -8 | -3.7 | -3 | 7 | 2 | 9
Cc1ccc(/C=N/n2c(-c3cccs3)n[nH]c2=S)cc1 | -12 | -3.5 | 55 | 0 | -2.7 | -1 | 18 | -15 | -5
Cc1nn(-c2ccccc2)c(N2CCCC2)c1/C=N/NC(=S)Nc1ccccc1F | 4 | -2.0 | 13 | 0 | -1.6 | -4 | 2 | -8 | 12
COc1ccc([C@H]2[C@H](C(=O)OC(C)(C)C)N3N=Cc4ccccc4C3C23C(=O)c2ccccc2C3=O)c(OC)c1 (some centres not stated) | 1 | -1.1 | 14 | -2 | -3.0 | 6 | 9 | 1 | 39
CCCS(=O)(=O)N1CCC(C(=O)NCCN(CC)c2ccccc2)CC1 | 2 | -1.9 | -4 | -10 | -4.0 | -3 | 31* | -14 | 35
CN(c1ccccc1)S(=O)(=O)c1nnc(NC(=O)COc2ccccc2)s1 | -6 | -0.9 | 41 | 0 | -0.3 | -23 | 3 | 3 | 10
CN(C)CCCNc1oc(-c2cccc(Cl)c2)nc1C#N | 2 | 3.8 | -3 | 0 | -1.1 | -10 | -12 | 12 | 7
CCOC(=O)C1CCN(C(=O)Nc2ccc(OC(F)(F)F)cc2)CC1 | 4 | -1.0 | 36 | -1 | 0.0 | -9 | -3 | 6 | .
CCNC(=O)CSc1nc(-c2ccccc2)cs1 | -1 | -5.5 | -12 | 1 | -3.7 | 12 | 0 | 1 | -4
COC(=O)c1sccc1NC(=O)CC1C(=O)NCCN1C(=O)Nc1ccc(OCc2ccccc2)cc1 (configuration not stated) | -9 | -1.1 | 41 | 7 | -2.3 | -3 | 1 | -6 | .
CCc1ccc(C(=O)NC(=S)NCc2cccnc2)cc1 | 3 | -1.9 | -7 | 0 | -1.9 | -6 | 7 | 1 | 0
FC(F)(F)COc1ccc(-c2nnc(SCc3ccccc3)o2)cn1 | 2 | -1.9 | 4 | 5 | -1.9 | -8 | -1 | -9 | 17
O=C(NC1CCCc2ccccc21)c1ccc2c(c1)OCO2 (configuration not stated) | 5 | -0.9 | 22 | 0 | -2.6 | -5 | 2 | -9 | 18
Cc1noc(C)c1CN(C(=S)NC(C)C)c1ccccc1 | 1 | -1.9 | 2 | 5 | 0.1 | -4 | -2 | 0 | 23
Cc1cccc(C(=O)NNC(=O)c2ccco2)c1 | -1 | -4.8 | 1 | -2 | -1.9 | 6 | 5 | -12 | 20
CCCN(CCC)CCCNC(=O)c1cc2cc3ccc(OC)cc3nc2o1 | -5 | 5.1 | 45 | -5 | -3.9 | -12 | 9 | -14 | 36
CCCC(=O)Nc1ccc(C(=O)Nc2cc(C(F)(F)F)ccc2Cl)cc1 | -9 | -3.6 | -5 | 7 | 0.3 | -1 | -11 | -3 | 15
Cc1ccc(C2CC(c3ccccc3C)n3nc(N)nc3N2)cc1 (configuration not stated) | 2 | -1.0 | 0 | 0 | -1.6 | -5 | -5 | 26* | 10
Cc1ccc(C(=O)O)cc1NC(=S)NC(=O)c1ccc([N+](=O)[O-])cc1Cl | -1 | -2.2 | -4 | 2 | -3.0 | -13 | 2 | -1 | 6
CC1=C(C(=O)Nc2cccnc2)C(c2cccnc2)n2nc(-c3cccs3)nc2N1 (configuration not stated) | 6 | -3.5 | 62* | 4 | -1.5 | -4 | 7 | -17 | 5
Oc1c(C(c2cccs2)N2CCN(c3ccccc3)CC2)sc2ncnn12 (configuration not stated) | -4 | -0.1 | -10 | 3 | -2.9 | -5 | 17 | -12 | -2
O=S(=O)(c1ccccc1)c1cnn(-c2ccccc2)c1-c1ccc(Cl)cc1 | -3 | -0.5 | -4 | 2 | 0.2 | -5 | -11 | 3 | 12
COc1ccc2c(c1)c(=O)c(Br)c(C)n2Cc1ccccc1 | 3 | 2.1 | -7 | -6 | -1.3 | 4 | -2 | -4 | -11
O=C(NCc1ccccc1)c1ccc(CS(=O)Cc2ccc(Cl)cc2)o1 (configuration not stated) | 5 | 0.8 | 7 | -4 | -1.1 | 12 | -10 | 19 | 6
COc1ccc(OCC(=O)Nc2ccccc2O)cc1 | 9 | -2.7 | 26 | -6 | -0.1 | 8 | 2 | 6 | 8
O=C(COC(=O)c1cccc(S(=O)(=O)N2CCN(c3ccccc3)CC2)c1)NCC1CCCO1 (configuration not stated) | 6 | -1.9 | 4 | -6 | -2.5 | 5 | -10 | -4 | .
COc1ccc(S(=O)(=O)N2CCOCC2)cc1NC(=O)CN1CCCC1 | 0 | -3.5 | 28 | 5 | -3.2 | -12 | -7 | 7 | 20
CSc1nc2nc3c(c(=O)n2[nH]1)CCC3 | -2 | -0.6 | -9 | 6 | -1.0 | -17 | 4 | -7 | 11
CCOC(=O)c1c(C)nc2c(c1-c1ccc(OC)cc1)C(=O)CC(C)(C)C2 | -2 | -1.8 | 38 | 0 | 0.1 | -18 | -10 | -4 | -6
CCOC(=O)C1CCN(S(=O)(=O)c2ccc3c(c2)N(C(C)=O)CC(C)S3)CC1 (configuration not stated) | -3 | -1.8 | 22 | 5 | -2.6 | -33 | -1 | -15 | 4
COc1cccc(C(=O)/C=C/Nc2ccc(S(=O)(=O)Nc3nc(C)cc(C)n3)cc2)c1 | -1 | -2.7 | -2 | 9 | -1.2 | 7 | -4 | -6 | 23
Cc1c(S(=O)(=O)c2ccccn2)c(N)n(Cc2ccccc2Cl)c1C | 3 | 0.3 | 27 | 0 | -0.1 | -9 | -7 | -15 | .
COc1ccccc1/C=C\C=N\n1c(C2CCCCC2)n[nH]c1=S | -1 | 0.1 | 18 | 1 | -2.7 | -11 | 7 | -20 | 20
CC(C)(C)c1ccc(OCCN2CCCC2)cc1 | 1 | -0.5 | -12 | -1 | 0.1 | -10 | 0 | -7 | 2
COc1ccc(-n2cc(CNCCc3nc(C)cc(C)n3)c(-c3ccccc3Cl)n2)cc1 | -3 | -2.1 | 22 | 3 | -3.5 | -18 | -2 | 4 | 15
COCCn1c(C)nnc1SCC(=O)Nc1ccccc1[N+](=O)[O-] | 0 | -2.7 | 21 | 2 | -2.5 | -4 | -7 | -7 | -4
Cc1oc2ccc(O)cc2c1C(=O)c1ccc([N+](=O)[O-])cc1 | 6 | -0.8 | -7 | -6 | -1.2 | -3 | 2 | -12 | 34
Cn1nccc1C(=O)Nc1ccc2c(c1)OCO2 | 1 | -1.9 | 38 | 2 | -3.7 | -10 | 2 | -6 | 4
Cc1ccc(NC(=O)CN(C)C(=O)CSc2nnnn2C)cc1 | 6 | 1.7 | 28 | -4 | 0.8 | -2 | -9 | -6 | 20
O=C(CSc1nnc(SCc2ccccc2)s1)N/N=C/C=C\c1ccco1 | 4 | -1.1 | -29 | 2 | -5.5 | -6 | 6 | -3 | 11
CCOC(=O)C(C)n1cnc2sc(C)c(C)c2c1=O (configuration not stated) | -3 | 0.4 | -8 | 5 | -0.8 | 7 | -2 | -5 | -14
COc1cccc(C(=O)NNC2=C(C(=O)C(F)(F)F)CCC2)c1 | . | -2.5 | 33 | -1 | -3.4 | -2 | 7 | 2 | -13
CC(C)c1nc2sc3c(c2c(=O)o1)CCCC3 | 4 | 1.1 | 4 | 3 | -0.8 | -5 | -6 | 4 | -1
CCOC(=O)C(NC(C)=O)(Nc1ccc(S(=O)(=O)Nc2ncccn2)cc1)C(F)(F)F (configuration not stated) | 0 | -1.5 | 43 | 2 | -1.9 | -6 | -9 | -3 | 5

Later entries:
molecule | IDE act | VIM-2 inhibitor | PHOSPHO1 inh | IDE cell inh | IMP-1 inh | p-CIP stab down | PfM18AAP inh | GPR7 antag | NALP1 inh
O=C(c1ccc([N+](=O)[O-])o1)N1CCc2ccccc2C1 | 2 | -1.8 | 24 | 1 | -2.5 | -9 | -3 | 1 | .
O=C(NNC(=O)C1CC=CCC1C(=O)O)c1cccs1 (configuration not stated) | 3 | -1.4 | 41 | -6 | -3.7 | 1 | -5 | -6 | 20
CC(=O)N1CCN(C23CC4CC(CC(C4)C2)C3)CC1 | -3 | -1.0 | . | 8 | -3.1 | 2 | 0 | -10 | 19
N/C(Cc1ccc([N+](=O)[O-])cc1)=N\OC(=O)c1cccc(Br)c1 | -3 | -1.3 | 26 | 0 | -0.7 | 7 | 4 | 2 | 16
NC(=O)c1ccccc1OCCOCCOCCOc1ccccc1C(N)=O | 5 | -3.4 | 6 | -1 | -1.3 | -6 | 1 | -13 | 23
CNc1nc(Cl)nc(Nc2ccccc2)n1 | 3 | -1.7 | 4 | 4 | -3.6 | -13 | 0 | -11 | 16
CCOc1ccc(N(Cc2cc3cc(C)ccc3[nH]c2=O)S(=O)(=O)c2ccccc2)cc1 | 4 | -0.9 | -2 | -1 | -1.9 | -48 | 0 | -17 | 10
CCOC(=O)C1=C(CSc2nc(C)cc(C)c2C#N)OC(N)=C(C#N)C1c1cccs1 (configuration not stated) | . | -3.9 | -67 | 23* | -2.3 | -16 | 4 | 1 | 21
CCC(C)COC(=O)c1ccc(C(=O)O)cc1 (configuration not stated) | 4 | -3.8 | 32 | 4 | -1.4 | -8 | -1 | -10 | 5
N#CCN1C(=O)C(=O)N(Cc2cccc(C(F)(F)F)c2)C1=O | 0 | -2.3 | 29 | 5 | -5.5 | 4 | -7 | 6 | 16
CCOC(=O)C1(CCOC)CCN(Cc2ccc(C(=O)OC)cc2)CC1 | -3 | -2.5 | 8 | 5 | -2.2 | -10 | -2 | -4 | 2
COc1ccc(-n2c(SCC(=O)Nc3ccc(C(N)=O)cc3)nc3ccccc3c2=O)cc1OC | 2 | -0.7 | 2 | -2 | -1.2 | -5 | 2 | -10 | 27
O=C(c1cccc([N+](=O)[O-])c1)c1cc2ccccc2o1 | -3 | -1.3 | 2 | 5 | -3.3 | -6 | -5 | -8 | 17
